TRPV1 agonist: activates the human vanilloid receptor TRPV1; TRPV1-expressing cells, Fluo-8 calcium influx, agonist mode; activation, % at 8.33 µM; 320,000 compounds, 0.19% hits; AID 540275; in the data active = activation above about 80%; inconclusive = between about 30% and that limit; note: 0% is about no effect
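TRPV1-expressing cells were cultured overnight at 35.5C and loaded with Fluo-8 calcium dye for 40 to 90 min at room temperature. After a 10 s baseline, compound was added and calcium influx was read kinetically for 3 min (ex 480/em 520 nm).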
S-ASM inh: human S-ASM enzyme inhibition; P17405; 340,000 compounds, 0.006% hits; Potency, µM (doses to about 57.5 µM), for the others: at the top dose activity change, negative = inhibition, usual class: inhibitors; placental ASM, HMU-PC fluorogenic substrate, 60 min; AID 504937; note: potency is the fitted concentration of half-maximal effect
Target sequence (P17405 47-631 limits assumed): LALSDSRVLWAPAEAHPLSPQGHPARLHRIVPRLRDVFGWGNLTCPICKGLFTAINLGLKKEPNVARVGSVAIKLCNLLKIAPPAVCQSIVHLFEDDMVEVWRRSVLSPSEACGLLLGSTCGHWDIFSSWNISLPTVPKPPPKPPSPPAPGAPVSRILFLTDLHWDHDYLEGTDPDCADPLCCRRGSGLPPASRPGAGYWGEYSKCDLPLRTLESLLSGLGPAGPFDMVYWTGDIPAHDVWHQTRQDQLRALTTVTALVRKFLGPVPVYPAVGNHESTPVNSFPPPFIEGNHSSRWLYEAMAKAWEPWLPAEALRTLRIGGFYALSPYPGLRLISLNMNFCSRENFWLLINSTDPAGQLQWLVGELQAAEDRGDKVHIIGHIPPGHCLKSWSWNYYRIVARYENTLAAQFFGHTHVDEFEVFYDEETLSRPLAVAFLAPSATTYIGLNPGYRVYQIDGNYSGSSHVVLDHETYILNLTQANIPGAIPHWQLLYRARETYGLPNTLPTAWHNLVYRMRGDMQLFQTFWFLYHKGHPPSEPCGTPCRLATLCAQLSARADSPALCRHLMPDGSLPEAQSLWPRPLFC
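Fluorescence read-out (Ex 386 nm, Em 447 nm) after stopping the reaction at pH 10. Enzyme: ASM from human placenta; substrate HMU-PC0, 9 uM final; 60 min, 37 °C. Compound preincubation 10 min, ambient temperature.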
p53 reactivator: mutant p53 re-activation in reporter cells; 320,000 compounds, 0.063% hits; H1299 p53-A138V BP100-luciferase reporter, luminescence, 24 h; AID 504706; Potency, µM (highest dose often 92.2 µM), without a hit: top-dose activity change, positive = activation, usual class: activators; note: potency is the fitted concentration of half-maximal effect; % of control where 0% means no effect; nearly all actives have a fitted effect of over 45% in size
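p53-null H1299 cells stably carrying temperature-sensitive p53-A138V and a BP100-luciferase reporter were pinned with compounds (4-point, 1:5 series) and held 24 hrs at 37 deg C. Luminescence was read 10 min after detection reagent.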
a7 integrin act: activators of alpha7 integrin expression for muscular dystrophy. alpha7betagal myoblasts, beta-gal FDG fluorescence, 48 h. Potency, µM (doses to about 38.3 µM), for inactives: at the top dose activation, usual class: activators. 350,000 compounds, 0.064% hits;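 note: potency is the fitted concentration of half-maximal effect; 100% = response of the positive control SU9516; nearly all actives have a fitted effect of over 60% in size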
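Alpha7betagal+/- myoblasts (passage 13) were plated 16-24 hr, then exposed to compounds (1:260 dilution of DMSO stock) for 48 hours at 37C. After MPER lysis, β-galactosidase reporter activity was read as FDG fluorescence (ex 480/em 540) after 30 minutes.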
BRCA1 expr act: activators of BRCA1 expression; 380,000 compounds, 1.1% hits; MCF7-BRCA1-FFLuc reporter, luminescence, 48 h; response scale: scaled: vehicle 0%, 10 µM genistein 100%; Potency, µM (series often up to 46.1 µM), without a hit: at the highest dose activation, hits mostly activators; AID 624202; note: potency is the fitted concentration of half-maximal effect; nearly all actives have a fitted effect of over 80% in size; some results filed as inactive show a strong effect at the top dose
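Luminescence from a BRCA1-driven firefly luciferase in MCF7 cells was the read-out, taken 15 min after substrate addition following 48 h compound exposure at 37 °C. Data were normalized to a 10 microM genistein control and DMSO vehicle.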
B2AR arrestin: agonists driving beta-arrestin recruitment to human beta2-adrenergic receptor; beta-arrestin recruitment to beta2AR, cell-based reporter; Potency, µM (titrated, usually from 46.1 µM), without a hit: top-dose activation, actives largely listed as activators; P07550; AID 492947; 330,000 compounds, 0.02% hits;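 note: potency is the fitted concentration of half-maximal effect; 0% = DMSO controls and full agonism = EC100 isoproterenol or metaproterenol; nearly all actives have a fitted effect of over 65% in size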
USP2a inh: blocks human ubiquitin-specific protease USP2a; USP2 core, Ub-CHOP2 coupled fluorogenic reporter, 485/531; Potency, µM (doses to about 38.3 µM), for inactives: top-dose activity change, negative = inhibition, hits mostly inhibitors; 330,000 compounds, 0.01% hits;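 note: potency is the fitted concentration of half-maximal effect; plate controls were DMSO wells for no effect and full inhibition by NEM control for full effect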
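Cell-free coupled assay: 10nM USP2 core preincubated 30min RT with compound in Tris-HCl pH 8.0/CaCl2/CHAPS buffer, then 25nM Ub-CHOP2 and 25nM reporter substrate; fluorescence (Ex 485/Em 531) read after 60min RT, normalized to NEM inhibition, concentration-response curves fitted.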
PTAP TSG101 blk: blocks PTAP/TSG101 interaction to inhibit HIV-1 budding; Fluorescence polarization, FITC-PTAP peptide / Tsg101 binding; Potency, µM (series often up to 115 µM), without a hit: top-dose activity change, negative = inhibition, hits mostly inhibitors; 340,000 tested, under 10 active; AID 493005; active = well fitted inhibition curve with a large enough effect in the main read-out, with a control signal flat, not every such curve was filed as active; inconclusive = small, poorly fitted or top-dose-only effect, or effect the other way, or a change in a side signal; inactive = no such curve, though single readings can be large or run the other way; note: potency is the fitted concentration of half-maximal effect; % of control where 0% means no effect
Target sequence (Q99816 whole entry, looked up): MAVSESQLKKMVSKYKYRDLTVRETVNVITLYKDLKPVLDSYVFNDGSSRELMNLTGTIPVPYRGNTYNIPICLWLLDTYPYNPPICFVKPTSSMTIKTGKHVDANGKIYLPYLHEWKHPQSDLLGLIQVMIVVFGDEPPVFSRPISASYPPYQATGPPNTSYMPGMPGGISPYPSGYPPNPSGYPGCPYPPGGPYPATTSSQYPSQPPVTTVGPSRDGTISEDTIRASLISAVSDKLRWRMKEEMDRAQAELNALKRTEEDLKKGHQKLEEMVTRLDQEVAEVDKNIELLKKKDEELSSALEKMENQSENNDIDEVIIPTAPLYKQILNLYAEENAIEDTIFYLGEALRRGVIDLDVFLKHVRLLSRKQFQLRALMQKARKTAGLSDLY
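Fluorescence anisotropy tracks displacement of a FITC-tagged PTAP peptide (50 nM) from the Tsg101 binding domain (10 uM), following a 20 min room-temperature incubation at pH 7.5.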
uPA surface inh: inhibitors of cell surface uPA generation; AID 540303; Potency, µM (series often up to 38.3 µM), for inactives: top-dose activity change, negative = inhibition, most hits filed as inhibitors; 330,000 compounds, 0.31% hits; cell surface uPA generation assay, qHTS; active = well fitted inhibition curve with a large enough effect; inconclusive = small, poorly fitted or top-dose-only effect; inactive = no such curve, though single readings can be large or run the other way; tested in mouse RAW 264.7 cells; note: potency is the fitted concentration of half-maximal effect; % is set by controls: 0 for no effect and ±100 for the full control effect; nearly all actives have a fitted effect of over 55% in size
Eya2 phos inh: Eya2 (human) phosphatase inhibition. O00167. recombinant Eya2, OMFP fluorescence dephosphorylation (OMFP is methylfluorescein phosphate). Potency, µM (highest dose often 76.9 µM), inactives show top-dose activity, negative = inhibition, actives largely listed as inhibitors. 330,000 compounds, 0.006% hits; note: potency is the fitted concentration of half-maximal effect; % is set by controls: 0 for no effect and ±100 for the full control effect
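Eya2 (0.2 uM) preincubated 10 min at ambient with compound, then OMFP substrate added at 50 uM; 10 min reaction in 50 mM HEPES pH 7.5, 50 mM NaCl, 5 uM MgCl2, 0.05% BSA, 1 mM DTT. Fluorescence read at Ex 485/Em 525 nm.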
ELG1 genotoxic: inducers of genotoxicity in HEK293T ELG1-luciferase cells; HEK293T ELG1-luciferase reporter, luminescence, 16 h; 330,000 compounds, 1.3% hits; Potency, µM (top dose mostly 46 µM), without a hit: at the highest dose activity change, positive = activation, actives largely listed as activators; note: potency is the fitted concentration of half-maximal effect; % of control where 0% means no effect; nearly all actives have a fitted effect of over 60% in size
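Quantitative HTS format in 1536-well plates. HEK293T ELG1-luciferase reporter cells receive test compound and are incubated 16 hr at 37 °C, 5% CO2; ONE-Glo added, 30 min room temperature, then luminescence read.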
An asterisk follows results filed as active; ? = inconclusive; / = not tested or not shown; [ ] = remark or other dose. Unless noted, calls come from the whole dose curve; as a rule, active = well fitted curve in the direction sought with a large enough effect; inconclusive = small, poorly fitted or top-dose-only effect, or another doubt; inactive = no such curve, though single readings can be large; an effect the other way counts as inactive or inconclusive. Compounds as they come. About 2.6% of those tested had a hit in this group.

SMILES	TRPV1 agonist	S-ASM inh	p53 reactivator	a7 integrin act	BRCA1 expr act	B2AR arrestin	USP2a inh	PTAP TSG101 blk	uPA surface inh	Eya2 phos inh	ELG1 genotoxic
CCOC(=O)CC1C(=O)NCCN1S(=O)(=O)c1ccc(C)cc1 (centres undefined)	-1	2%	2%	-6%	9%	0.1%	1%	-2%	8%	-6%	-2%
O=C(Cn1c(=O)oc2cc(S(=O)(=O)N3CCOCC3)ccc21)N1CCc2ccccc2C1	3	-1%	-5%	-30%	-2%	0.5%	3%	-6%	-9%	4%	0%
CCc1ccc(-n2c(SCC(=O)N3Cc4ccccc4CC3C(=O)O)nnc2-c2ccncc2)cc1 (centres undefined)	2	3%	3%	25%	-19%	-0.4%	2%	-2%	8%	10%	0%
O=C(COC(=O)c1ccc(F)c(S(=O)(=O)N2CCOCC2)c1)NCc1ccco1	7	0%	22%	3%	-1%	-0.5%	1%	2%	-9%	-6%	7%
COc1ccc(S(=O)(=O)NNc2nc(C)cc(C)n2)cc1[N+](=O)[O-]	0	-1%	1%	22%	-10%	0.2%	0%	2%	7%	-6%	-4%
CCOC(=O)n1c(=O)n(Cc2ccccc2)c2ccccc21	3	0%	-7%	1%	-10%	-2.0%	0%	-6%	-1%	7%	0%
Cc1ccc(Cc2cnc(N3C(=N)SC(c4ccccc4)C3=O)s2)cc1 (centres undefined)	0	-5%	19%	-4%	-39%	-0.2%	-2%	-10%	7%	2%	-5%
COc1ccc(-c2nc(N)nc(C(F)(F)F)c2-c2ccccc2OC)c(O)c1	18	-3%	12%	13%	-13%	-0.4%	0%	-11%	2%	-14%	-3%
COc1ccc(NC(=O)[C@@H]2CCCN2S(=O)(=O)c2ccccc2F)cc1S(=O)(=O)N1CCCCC1	/	-3%	-7%	2%	-13%	-1.4%	-2%	-5%	-1%	4%	-9%
N=c1n(CC(=O)O)c2ccccc2n1Cc1ccccc1Cl	0	-1%	5%	12%	6%	0.3%	1%	-6%	-3%	4%	1%
CCN(CC)CCn1c(NS(=O)(=O)c2ccc(C)cc2)nc2ccccc21	-3	6%	-3%	?	0%	-0.2%	0%	0%	6%	-1%	3%
O=C(CSc1nnc(Cn2c(=O)sc3ccccc32)n1-c1ccccc1)N1CCOCC1	0	1%	-10%	-6%	3%	-1.7%	5%	-1%	/	-20%	3%
O=C(O)CCCN1C(=O)C(=O)/C(=C(/O)c2ccccc2)C1/C=C/c1ccccc1 (centres undefined)	0	-5%	-2%	-12%	0%	2.6%	-2%	0%	0%	1%	3%
COc1ccc(OCC(=O)Nc2nc3c(s2)CCCC3)cc1	7	1%	7%	4%	60%	0.2%	2%	-5%	0%	-1%	2%
COc1ccc(C2=NOC(C(=O)NCc3ccco3)C2)cc1 (centres undefined)	2	1%	17%	-2%	-46%	-0.5%	0%	-5%	/	1%	?
CC(C)CNC(=O)CC1Nc2ccccc2NC1=O (centres undefined)	1	13%	5%	-14%	-2%	0.5%	12%	-1%	1%	1%	0%
Cc1ccc(S(=O)(=O)N(C)C[C@@H]2Oc3ccc(NS(=O)(=O)c4ccccc4)cc3CC(=O)N([C@@H](C)CO)C[C@H]2C)cc1	/	-13%	/	-4%	6%	/	/	-9%	29%	/	/
O=C(N/N=C/c1ccncc1)c1cccc([N+](=O)[O-])c1	10	/	6%	/	/	-0.7%	6%	/	/	1%	-1%
COc1cc(/C=N/Nc2nc(N3CCCC3)nc(N3CCCC3)n2)ccc1O	?	65%[activator]	-4%	-14%	-14%	0.1%	-2%	-4%	/	-22%	-9%
Cn1c2c(c(=O)[nH]c1=O)C(NC(=O)c1ccco1)(C(F)(F)F)C(=O)N2 (centres undefined)	-2	-1%	2%	-16%	-12%	-0.1%	0%	-6%	1%	-32%	-1%
COc1ccccc1C(CNC(=O)c1cccc(NS(=O)(=O)c2ccc(C)c(F)c2)c1)N1CCCC1 (centres undefined)	5	6%	-10%	1%	-28%	0.0%	1%	1%	-4%	4%	-4%
CC(O)Cn1nc([N+](=O)[O-])nc1N (centres undefined)	2	-1%	-3%	?	0%	-0.1%	3%	-1%	0%	-1%	3%
O=C(CSc1ccc2c(c1)OCCO2)NC(=O)Cc1ccccc1	18	0%	0%	25%	-2%	-1.9%	-1%	-9%	4%	-7%	0%
COc1cc(C(=O)Nc2cccc(-c3nc4cc(C)ccc4o3)c2C)cc(OC)c1OC	0	-2%	-2%	-7%	21%	0.2%	1%	-5%	-3%	1%	11%
CCc1nnc(NS(=O)(=O)c2ccc(NC(=S)NC(=O)c3ccccc3)cc2)s1	2	-5%	3%	-3%	-10%	-0.1%	1%	-3%	2%	-13%	2%
COc1ccc(NC(=O)c2ccccc2Cl)c(NC(=O)c2ccco2)c1	11	-1%	6%	0%	-1%	0.2%	2%	0%	-1%	-2%	-3%
COC(=O)c1ccccc1NC(=O)NCC1CCCO1 (centres undefined)	-2	-1%	-8%	-17%	2%	-0.6%	2%	-1%	-2%	-1%	-2%
COc1cccc(C2C=C(c3ccc(Br)s3)Nc3ncnn32)c1OC (centres undefined)	-1	8%	-9%	10%	-13%	0.2%	19%	-2%	-2%	20%	-2%
Cn1c(=O)c2c(nc(CN3CCN(C(=O)c4ccco4)CC3)n2CC(=O)C(C)(C)C)n(C)c1=O	4	0%	2%	10%	-22%	-0.2%	-1%	-3%	1%	-5%	-1%
COc1ccc(C(=O)Nc2cccc(C(=O)N3CCN(C)CC3)c2)cc1	4	4%	10%	-10%	64%	-0.9%	0%	-2%	-3%	4%	7%
COc1ccc(C(=O)N(C)C2CCCCC2)cc1S(=O)(=O)N1CCOCC1	4	6%	-4%	4%	-8%	0.0%	0%	-7%	-12%	?	0%
O=C(NCN1CCCCC1)c1cccnc1	0	4%	7%	10%	-9%	0.4%	2%	-7%	/	14%	-3%
CCN(CC)CCNC(=O)C(Oc1ccccc1)Oc1ccccc1	-4	-2%	-5%	-2%	-10%	-1.2%	0%	-2%	-4%	2%	-5%
CCn1c(CSc2ncn[nH]2)nc2cc(C(=O)O)ccc21	-5	15%	5%	?	1%	-0.1%	0%	-25%	5%	2%	0%
O=C(NCCCN1CCN(Cc2ccccc2)CC1)C1CCN(S(=O)(=O)N2CCC3(CC2)OCCO3)CC1	13	2%	-4%	-20%	-3%	-0.1%	4%	-4%	-14%	-15%	3%
COCc1nnc(NC(=O)CS(=O)(=O)c2ccc(C)cc2)s1	0	4%	2%	1%	-4%	-0.2%	0%	0%	0%	0%	1%
O=C(c1ccccc1)N1CCN(c2nc3ccc([N+](=O)[O-])cc3s2)CC1	12	-3%	14%	-5%	0%	-0.2%	10%	1%	9%	-25%	-5%
Cc1cccc(C2c3[nH]c4ccccc4c3CCN2C(=O)c2cc(C(C)C)nc(N)n2)n1 (centres undefined)	3	-18%	-2%	-14%	-19%	0.0%	0%	0%	18%	1%	-3%
COCC1CCCCN1C(=O)C1CCN(c2nc(-c3ccccc3)nc3c2CCC3)CC1 (centres undefined)	-6	0%	-13%	11%	-21%	0.5%	-4%	1%	-2%	-9%	-9%
COc1cccc(C(=O)NCC(=O)NCc2cc(=O)n(C)c(=O)n2C)c1OC	-2	2%	/	-14%	23%	0.1%	-1%	-2%	3%	-10%	8%
CCCNC(=O)C(Cc1ccccc1)NC(=O)c1ccccc1 (centres undefined)	-1	0%	-1%	11%	-6%	0.1%	-3%	-7%	6%	6%	3%
COc1ccccc1N(CC(=O)Nc1ccc(C)cc1Cl)S(=O)(=O)c1cccs1	/	-7%	-6%	-38%[inhibitor]	-38%	0.6%	0%	-9%	-1%	2%	-3%
COc1ccc(/C=C/C(=O)Oc2ccc(/C=N/NC(=O)c3ccccc3)cc2)cc1OC	-1	3%	?	-17%	24%	-0.7%	-3%	-1%	8%	-7%	?
CC(=O)c1ccc(CC2SC(N)=NC2=O)cc1 (centres undefined)	3	-1%	28%	6%	5%	0.1%	-3%	-7%	13%	-7%	-4%
CC(=O)Nc1ccc(SCC(=O)c2ccc(Br)s2)cc1	3	-3%	?	4%	98%	0.0%	-19%	-5%	-2%	-14%	-6%

Screening data as filed in PubChem.
